# ABCB6 inh MLPCN = blocks the human ABCB6 transporter | Q9NP58 | K562-ABCB6 porphyrin accumulation, flow cytometry, 1 h; hits give low values | fluorescence ratio to DMSO, % at 10 µM | actives 0.19% (n = 360,000) | AID 602162;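 active means fluorescence ratio to DMSO below 75%, the collection mean minus 3 SD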;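 further: signal is porphyrin accumulated inside mitochondria; 100% equals median channel fluorescence of DMSO control wells; lower ratio means ABCB6 inhibition with less porphyrin fluorescence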
# Glyco luc inh = N-linked glycosylation inhibition; D54 ERlucT glycosylation luciferase reporter, 24 h; percent of 100 nM tunicamycin response; actives 0.23% (n = 360,000); reporter increase, % at 12.5 µM; AID 588692;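 active means mean luciferase reporter signal, scaled so untreated is 0 and the glycosylation-blocking control 100, at or above a set limit in every replicate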;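 further: luciferase carries N-glycosylation sites so blocking glycosylation raises the light; 0% = median of neutral control wells and 100% = median of 100 nM tunicamycin wells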
# NCOA2 inhibitor = human SRC2 (NCOA2) inhibition | Q15596 | HEK293 GAL4-SRC2 luciferase reporter, luminescence | inhibition, % at 9 µM | actives 0.17% (n = 370,000) | AID 651957;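 active means inhibition above the mean inhibition of all tested compounds plus 3 SD, set per campaign, cut at about 52% in these data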;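 further: 0% = DMSO treated cells and 100% = cells given Gossypol at 36 µM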
# NOD2-RIPK2 inh = inhibitors of human NOD2-RIPK2 interaction | O43353 | inhibition, % at 4.98 µM | actives 0.38% (n = 360,000) | CHO BLA complementation NOD2-RIPK2, CCF4 ratio; in the data active means inhibition above about 21%;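 further: 0% = vehicle only and 100% = reference blocker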
# H9c2 protect = protects H9c2 cardiomyocytes from peroxide injury | protection from H2O2 cell death, % at 20 µM | H2O2 injury protection, ATPLite, 2 h | AID 588492 | actives 0.63% (n = 360,000);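 active means compounds giving at least 50% protection of heart cells from peroxide-induced death in the single-dose screen, raw or plate-pattern-corrected value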;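 further: 0% = DMSO wells with peroxide and 100% = DMSO wells without peroxide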
# m5-HT2A agonist = activates the mouse 5-HT2A serotonin receptor | activation, % at 7.6 µM | actives 0.66% (n = 360,000) | CHO-K1 mHTR2A beta-arrestin complementation, luminescence; percent of 30 µM serotonin response | P35363;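 active means activation above a run cutoff, the mean activation of all tested compounds plus 3 SD, cut at about 14% in these data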;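 further: 0% = plate median of compound wells and 100% = 30 µM serotonin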
# MC4R antag cAMP = antagonists of human melanocortin 4 receptor (MC4R) | AID 540295 | inhibition, % at 6.5 µM | actives 0.48% (n = 360,000) | MC4R-expressing cells, MTII-stimulated cAMP, LANCE TR-FRET;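 active means inhibition above its plate's cutoff, the mean of tested wells on that plate plus 3 SD, cut at about 29% in these data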;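 further: 0% = Melanotan II alone and 100% = Melanotan II plus saturating MCL0020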
#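 system = U2OS cells with stable human MC4R expression | also added = Melanotan II challenge after compound preincubation | dosing = one concentration, 6.5 µM nominal | incubation = compound 30 min, challenge 1 h, detection 1 h | measured by = TR-FRET with Eu-cAMP and labeled anti-cAMP, 671 nm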
# TLR9-MyD88 block = blocks human TLR9 binding to MyD88. CHO BLA complementation TLR9-MyD88, CCF4 FRET ratio. AID 504734. actives 0.21% (n = 340,000). Q9NR96+Q99836. inhibition, % at 4.98 µM;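 active means inhibition above the mean over all tested compounds plus 3 SD, cut at about 21% in these data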;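 further: 0% = DMSO only wells and 100% = clavulanate BLA inhibitor control wells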
# Target sequence (Q99836 whole entry, looked up): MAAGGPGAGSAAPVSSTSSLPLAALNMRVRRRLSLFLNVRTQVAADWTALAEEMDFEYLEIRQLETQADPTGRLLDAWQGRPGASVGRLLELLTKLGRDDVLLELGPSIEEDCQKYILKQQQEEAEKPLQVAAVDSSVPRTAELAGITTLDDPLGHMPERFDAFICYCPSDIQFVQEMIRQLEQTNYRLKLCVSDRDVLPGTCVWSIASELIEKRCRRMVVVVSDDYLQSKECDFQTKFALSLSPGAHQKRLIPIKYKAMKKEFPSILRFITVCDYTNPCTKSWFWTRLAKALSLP
# Target sequence (Q9NR96 whole entry, looked up): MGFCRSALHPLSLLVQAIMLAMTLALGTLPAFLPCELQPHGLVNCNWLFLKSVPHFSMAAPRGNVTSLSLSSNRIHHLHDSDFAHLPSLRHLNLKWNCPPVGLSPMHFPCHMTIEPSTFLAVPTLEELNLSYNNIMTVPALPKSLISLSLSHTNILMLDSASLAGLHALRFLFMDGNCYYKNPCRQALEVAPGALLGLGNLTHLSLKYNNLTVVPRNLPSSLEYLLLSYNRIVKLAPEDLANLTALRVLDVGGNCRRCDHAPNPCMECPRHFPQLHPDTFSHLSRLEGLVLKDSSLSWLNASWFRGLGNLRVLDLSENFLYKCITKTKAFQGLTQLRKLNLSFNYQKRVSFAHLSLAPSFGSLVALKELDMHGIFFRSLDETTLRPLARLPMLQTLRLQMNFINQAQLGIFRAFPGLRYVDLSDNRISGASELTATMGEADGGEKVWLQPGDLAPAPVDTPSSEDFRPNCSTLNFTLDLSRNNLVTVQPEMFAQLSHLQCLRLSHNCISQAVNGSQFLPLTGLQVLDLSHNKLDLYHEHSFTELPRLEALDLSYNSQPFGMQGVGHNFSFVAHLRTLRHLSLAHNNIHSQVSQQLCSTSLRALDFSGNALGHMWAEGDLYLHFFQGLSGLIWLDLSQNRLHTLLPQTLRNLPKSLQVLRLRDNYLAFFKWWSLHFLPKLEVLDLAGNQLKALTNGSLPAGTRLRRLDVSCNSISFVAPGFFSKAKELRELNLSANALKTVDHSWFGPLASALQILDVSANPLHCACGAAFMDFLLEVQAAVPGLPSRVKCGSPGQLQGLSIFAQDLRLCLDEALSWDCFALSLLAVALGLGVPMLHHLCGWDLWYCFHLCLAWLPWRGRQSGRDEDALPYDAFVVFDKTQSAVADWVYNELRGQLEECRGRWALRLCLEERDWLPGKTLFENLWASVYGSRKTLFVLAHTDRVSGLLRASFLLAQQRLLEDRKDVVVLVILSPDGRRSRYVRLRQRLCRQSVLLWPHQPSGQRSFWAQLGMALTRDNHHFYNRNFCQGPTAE
# ABHD5-PLIN5 inh = inhibitors of human ABHD5-perilipin-5 interaction | Q00G26+Q8WTS1 | Split G. princeps luciferase complementation, luminescence, 4 h | inhibition, % at 4 µM | actives 0.78% (n = 360,000) | AID 602281;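 active means inhibition above the mean inhibition across every tested compound plus 3 SD, cut at about 22% in these data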;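 further: 0% = DMSO only wells and the 100% control is not disclosed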
# MC4R ag barr = agonists of human melanocortin 4 receptor (MC4R) beta-arrestin; P32245; U2OS MC4R beta-arrestin complementation, luminescence; percent of melanotan II response, DMSO zero; activation, % at 8.9 µM; actives 0.98% (n = 360,000); AID 540308;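 active means activation above a per-plate cutoff, the mean activation of sample wells on that plate plus 3 SD, cut at about 8% in these data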
# * marks the source's active call; other numbers are inactive results; · = no result given.
SMILES,ABCB6 inh MLPCN,Glyco luc inh,NCOA2 inhibitor,NOD2-RIPK2 inh,H9c2 protect,m5-HT2A agonist,MC4R antag cAMP,TLR9-MyD88 block,ABHD5-PLIN5 inh,MC4R ag barr
CCOC(=O)c1c(S(=O)(=O)NCC(=O)Nc2ccc(C)cc2)c(C)n(C)c1C,107,2,-21,8,1,-5,1,14,-3,-1.6
CC(C)C(=O)Nc1ccc(C(=O)N2CCCCCC2)cc1,96,0,-9,-6,0,-4,-2,-4,-4,-1.0
Fc1ccc(-c2nc3c4ccccc4ccn3c2Cc2ccccc2C(F)(F)F)cc1,106,-3,·,-6,-6,-2,·,·,-6,·
CCOc1ccc(/C=C2\SC(=S)N(N3C(=O)C4CC4C3=O)C2=O)cc1 (stereo not given),94,1,1,4,-8,-1,5,-6,-4,-1.7
C=CCN1C(=O)C2C(C(=O)NC3CCCCC3)C3C=CC2(O3)C1C(=O)NC1CCCC1 (stereo not given),96,1,-1,0,1,0,-8,-1,-1,-2.9
CC1CCC/C(=C\Nc2ccc(C(=O)O)cc2)C1=O (stereo not given),100,-7,-80,3,4,0,-7,3,-2,-4.4
Cc1ccc(CNC(=O)C2CC(c3cccc(F)c3)=NO2)cc1 (stereo not given),101,0,-31,-3,4,0,-18,-6,1,-1.4
CC(=O)N=c1cccc(NC(C)=O)n1O,96,1,14,5,-5,3,-7,-3,2,-1.0
CCNc1ccc(C(=O)OCC(=O)c2cc(C)n(Cc3ccc4c(c3)OCO4)c2C)cc1[N+](=O)[O-],99,-2,-3,1,-6,1,5,1,-5,0.0
CCOCCCN(Cc1cc2cc(C)cc(C)c2[nH]c1=O)C(=O)N(CC)CC,94,1,10,-1,4,4,0,3,-3,-1.2
CC(CNc1ccccc1O)C(=O)O (stereo not given),103,2,-2,-3,6,2,18,-8,2,-0.8
CC(C)(C)OC(=O)N1CCN(C(=O)c2[nH]cnc2C(=O)Nc2ccccc2F)CC1,99,0,16,-1,15,2,4,-1,-3,0.7
O=C(COC(=O)c1c[nH]c2ccccc12)Nc1ccc(F)cc1,96,0,10,2,-4,1,14,-5,-2,2.4
O=C(NCCN1CCOCC1)c1cccc(S(=O)(=O)N2CCCCCC2)c1,101,0,19,-10,2,2,-5,6,6,1.5
O=C(NCc1ccccc1)c1cccnc1,96,2,8,4,4,7,3,-5,-6,-0.8
O=C(c1ccc2c(c1)OCO2)C1CCCN(Cc2cccn2-c2cccnc2)C1 (stereo not given),95,-3,-9,1,-14,-4,1,1,4,-0.9
COc1ccc(/C=C/C(=O)NC2CCCCC2C)cc1 (stereo not given),98,-5,-25,-7,-1,-1,11,-26,-2,-2.0
CC(=O)Nc1ccc(S(=O)(=O)NCCC(=O)OCC(=O)NC(C)c2ccc(Cl)cc2)cc1 (stereo not given),101,0,6,-13,14,2,8,8,5,1.8
N#CC(c1ccccc1)c1cccc(Cl)n1 (stereo not given),91,1,21,-2,8,2,1,·,1,0.7
CN(Cc1ccccc1)C(=O)c1nc2ccccn2c1CN1CCCC1c1nccs1 (stereo not given),99,1,2,-7,0,-1,9,-5,-2,-3.0
CCOC(=O)C(C)n1cnc2c(nnn2-c2ccc(C)cc2)c1=O (stereo not given),97,-2,-7,0,-1,1,10,-11,0,-1.1
Cc1ccc(NC(=O)c2ccc3c(c2)OCCO3)cc1,105,-17,-9,-15,-32,-2,1,-8,2,-0.8
CCCCCCNC(=O)c1cn(CC)c2cc(N3CCN(C)CC3)c(F)cc2c1=O,99,2,-9,6,12,-10,18,-6,13,4.2
COc1cc(C(=O)Nc2ccc(C)c(S(=O)(=O)N(C)C)c2)ccc1OCC(=O)N1CCOCC1,93,-1,-17,-5,-12,3,-2,-5,6,-0.6
C/C(=N\NC(=O)COc1c(C)cccc1C)c1cccs1,99,-2,24,-1,-4,14*,-11,-4,-2,12*

# In the list so far, these have a COOH group:
SMILES,ABCB6 inh MLPCN,Glyco luc inh,NCOA2 inhibitor,NOD2-RIPK2 inh,H9c2 protect,m5-HT2A agonist,MC4R antag cAMP,TLR9-MyD88 block,ABHD5-PLIN5 inh,MC4R ag barr
CC1CCC/C(=C\Nc2ccc(C(=O)O)cc2)C1=O (stereo not given),100,-7,-80,3,4,0,-7,3,-2,-4.4
CC(CNc1ccccc1O)C(=O)O (stereo not given),103,2,-2,-3,6,2,18,-8,2,-0.8

# 12 entries from above in a different format.
SMILES	ABCB6 inh MLPCN	Glyco luc inh	NCOA2 inhibitor	NOD2-RIPK2 inh	H9c2 protect	m5-HT2A agonist	MC4R antag cAMP	TLR9-MyD88 block	ABHD5-PLIN5 inh	MC4R ag barr
O=C(NCCN1CCOCC1)c1cccc(S(=O)(=O)N2CCCCCC2)c1	101	0	19	-10	2	2	-5	6	6	1.5
O=C(NCc1ccccc1)c1cccnc1	96	2	8	4	4	7	3	-5	-6	-0.8
O=C(c1ccc2c(c1)OCO2)C1CCCN(Cc2cccn2-c2cccnc2)C1 (stereo not given)	95	-3	-9	1	-14	-4	1	1	4	-0.9
COc1ccc(/C=C/C(=O)NC2CCCCC2C)cc1 (stereo not given)	98	-5	-25	-7	-1	-1	11	-26	-2	-2.0
CC(=O)Nc1ccc(S(=O)(=O)NCCC(=O)OCC(=O)NC(C)c2ccc(Cl)cc2)cc1 (stereo not given)	101	0	6	-13	14	2	8	8	5	1.8
N#CC(c1ccccc1)c1cccc(Cl)n1 (stereo not given)	91	1	21	-2	8	2	1	·	1	0.7
CN(Cc1ccccc1)C(=O)c1nc2ccccn2c1CN1CCCC1c1nccs1 (stereo not given)	99	1	2	-7	0	-1	9	-5	-2	-3.0
CCOC(=O)C(C)n1cnc2c(nnn2-c2ccc(C)cc2)c1=O (stereo not given)	97	-2	-7	0	-1	1	10	-11	0	-1.1
Cc1ccc(NC(=O)c2ccc3c(c2)OCCO3)cc1	105	-17	-9	-15	-32	-2	1	-8	2	-0.8
CCCCCCNC(=O)c1cn(CC)c2cc(N3CCN(C)CC3)c(F)cc2c1=O	99	2	-9	6	12	-10	18	-6	13	4.2
COc1cc(C(=O)Nc2ccc(C)c(S(=O)(=O)N(C)C)c2)ccc1OCC(=O)N1CCOCC1	93	-1	-17	-5	-12	3	-2	-5	6	-0.6
C/C(=N\NC(=O)COc1c(C)cccc1C)c1cccs1	99	-2	24	-1	-4	14*	-11	-4	-2	12*

# Other compounds follow:
SMILES,ABCB6 inh MLPCN,Glyco luc inh,NCOA2 inhibitor,NOD2-RIPK2 inh,H9c2 protect,m5-HT2A agonist,MC4R antag cAMP,TLR9-MyD88 block,ABHD5-PLIN5 inh,MC4R ag barr
COc1ccc(CN(C)S(=O)(=O)c2ccc3c(c2)OCCO3)cc1,98,0,-40,-5,-3,0,10,-9,-2,-4.4
Cc1ccc(-n2c(N)cc(=O)nc2SCC(=O)N2CCN(c3ccccc3)CC2)cc1C,100,1,-23,1,3,-4,-3,-11,2,-3.6
Cc1ccc(NC(=O)C2(C)CCN2Cc2ccccc2OC(F)F)cc1 (stereo not given),103,-9,12,-1,-17,-3,10,·,-11,2.5
COc1cccc(CN2C(=O)CCC2(C)C(=O)NC2CCCC2)c1 (stereo not given),108,1,-17,2,-2,1,10,-3,3,-2.0
COC(=O)Cc1[nH]nc2c1C(c1cc(OC)c(OC)c(OC)c1)C(C#N)=C(N)O2 (stereo not given),92,2,1,-3,8,2,-3,-6,2,-2.9
Cc1onc(-c2ccccc2)c1C(=O)N(CC(C)C)c1c(N)n(CC(C)C)c(=O)[nH]c1=O,100,1,-24,1,-3,-4,8,-13,-6,0.0
COc1cc2c(cc1NC(=O)C(C)Sc1nc3ccccc3n1C)oc1ccccc12 (stereo not given),94,0,10,11,8,-1,6,5,4,1.1
O=C(c1cc(-c2cccc(O)c2)on1)N1CCCCCC1,165,-8,-23,-14,-2,-5,10,-7,7,-2.0
Cc1cc(S(=O)(=O)N2CCCC(N(C)CCc3ccccn3)C2)c(C)cc1Cl (stereo not given),101,-1,0,0,-4,-13,4,-12,-1,-0.2
O=C(CN(Cc1ccco1)C(=O)Cn1nnc(-c2cccs2)n1)NCc1ccccc1,96,1,11,-5,10,-1,2,-6,2,-0.2
CC1(C)C(C#N)=C(N)Oc2c1c(=O)oc1ccccc21,99,1,7,8,-6,0,-4,-4,-13,-3.5
CC(=O)Nc1ccc(NC(=O)c2ccc(NS(=O)(=O)c3cccc4cccnc34)cc2)cc1,99,3,-35,5,3,-7,19,-6,-4,-0.8
O=C(N/N=C/c1cn(-c2ccccc2)nc1-c1cc2ccccc2o1)c1c[nH]c2ccccc12,96,5,-41,-1,20,-6,-6,-9,-1,-2.5
CCNS(=O)(=O)c1ccc(CCC(=O)Nc2ccc3c(c2)OCO3)cc1,99,-1,-6,-8,-2,2,-2,0,-5,0.2
CN1C(=O)CC(N2CCC(C(N)=O)CC2)C1=O (stereo not given),96,3,17,-2,6,3,3,3,4,1.0
CC(=O)Cn1nnc2sc(-c3ccccc3)cc2c1=O,103,-4,-45,6,-14,-5,13,-5,3,-3.2
COCCSc1ccccc1C(=O)Nc1nccs1,98,2,-13,1,9,-2,2,1,-5,0.4
COc1ccc(/C=N/Nc2nc3ccccc3c(=O)n2-c2ccccc2)cc1OC,98,-8,-43,-3,-5,5,-8,-6,-3,2.4
O=C1Oc2ccccc2C(=O)/C1=C/N1CCN(c2ccccc2F)CC1,106,1,-11,0,7,10,-1,8,2,-1.4
C#CCOCCOCCOCCNc1nc(N2CCN(C(=O)C([C@@H](C)O)n3cc([C@@H](N)CCCCN)nn3)CC2)nc(N2CCN(C(=O)[C@H](CCC(=O)O)n3cc([C@@H](N)CCCCN)nn3)CC2)n1 (stereo not given in full),106,2,-5,0,-1,-4,16,1,-4,1.6
COc1ccc(-c2cc(C(F)F)n3ncc(C(=O)Nc4cc(C)on4)c3n2)cc1,96,-5,1,-3,4,-1,19,-7,0,0.5
CC(C)NC(=O)c1c(O)c2ccccc2[nH]c1=O,105,0,-17,2,-7,-2,17,-4,-4,-1.9
CC1(C)OC(=CC=Nc2ccc(Cl)cc2)OC1(C)C,94,2,-6,1,4,5,8,3,-7,1.7
CC(=O)C1=C(O)C(=O)N(CCN2CCOCC2)C1c1ccccc1 (stereo not given),102,1,-2,0,5,-4,4,3,0,1.4
Cc1cc(C)n(-c2ccc(F)cc2CN2CCN(Cc3ccccc3)C(CCO)C2)n1 (stereo not given),102,0,9,-11,0,-6,-13,-3,0,-2.3
CC(=O)N1CCN=C1SCc1cccc(C(F)(F)F)c1,92,4,-2,-5,1,1,-1,5,0,-1.0
CCOc1ccc(S(=O)(=O)NN2Cc3ccccc3C2=N)cc1,95,1,-16,-3,-1,-2,2,0,1,-2.8
NC(=O)CC(NC(=O)Cc1ccc(Cl)cc1)c1ccc(NC2CCN(Cc3ccccc3)CC2)c([N+](=O)[O-])c1 (stereo not given),77,19,4,-1,7,-3,1,0,3,-0.9

# Compound activity (PubChem)

# A portion of the library (hit frequency here may not be typical).
